Assay outcomes (PubChem)
Ins promoter up = MIN6 insulin promoter up-regulation; MIN6 insulin promoter-GFP reporter, high-content imaging; hits give high values; z-score at 5 µM; 190,000 tested, 0.3% active;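 active = z-score above 3 at 5 µM with at least 500 cells counted in the well; inconclusive = wells under 500 cells, flagged as cytotoxic or low count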
ER stress rescue = rescue of cells from ER stress-induced death, primary screen, 384-well, CSM14.1, thapsigargin, ATP luminescence (AID 1222) | CSM14.1 thapsigargin-induced death rescue, ATP luminescence; higher % means a stronger effect | cellular ATP content (survival), % at 20 µM, or EC50 in µM where a hit was titrated | 190,000 tested, under 10 active;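 active = EC50 below 50 µM in the dose-response confirmation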;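 note: death triggered by thapsigargin at about 15 µM added after 2 h compound pretreatment; cell ATP read after overnight thapsigargin exposure of roughly 18 to 22 hours; normalized against plate controls of thapsigargin alone and 5% DMSO vehicle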
PMI inhibitors = inhibitors of human PMI, primary screen, biochemical, fluorescence intensity, coupled assay (AID 1209). purified PMI enzyme, coupled fluorescence intensity; higher % means a stronger effect. inhibition, % at 20 µM; hits with a dose series show IC50 in µM. 190,000 tested, 0.42% active;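 note: plate controls were DMSO vehicle for no effect and wells lacking substrate for full effect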
TNAP activators = human TNAP enzyme activators, primary screen, biochemical, luminescent, no phosphate acceptor, uHTS (AID 1001). 200,000 tested, 0.03% active. purified TNAP, luminescent activation assay, no phosphate acceptor; higher activation fold means a stronger effect. one-dose activation fold at 20 µM; EC50 in µM for titrated hits; in the data active = activation fold from about 3, or a potency from the dose series; inactive = the rest, 99 in 100 with activation fold below about 1.6; note: many of its hits are not listed in these tables
Large T inhibition = SV40 large T antigen inhibitors, biochemical (AID 1903). SV40 large T antigen ATPase/helicase inhibition assay; higher % means a stronger effect. inhibition, % at 20 µM; hits with a dose series show IC50 in µM. 310,000 tested, 0.39% active; in the data active = a potency from the dose series; inconclusive = inhibition mostly from about 32% at the one dose, without a potency; inactive = the rest, 99 in 100 with inhibition below about 32%; note: strong numbers were not always called active
RSV CPE inhibition = RSV antiviral activity via CPE protection, HEp-2 cells, primary 10 µM value included (AID 2391) | HEp-2 cells, RSV-induced CPE inhibition; higher % means a stronger effect | CPE inhibition, % at 10 µM; hits with a dose series show IC50 in µM | 310,000 tested, 0.13% active; in the data active = a potency from the dose series; inconclusive = CPE inhibition mostly from about 23% at the one dose, without a potency; inactive = the rest, 99 in 100 with CPE inhibition below about 21%; note: strong numbers were not always called active
PMI inhibition = MPI inhibition at elevated mannose 6-phosphate – biochemical, fluorescence intensity, high mannose 6-phosphate, primary screen (AID 1220); inhibition, % at 20 µM; hits with a dose series show IC50 in µM; 190,000 tested, 0.66% active; recombinant PMI enzyme, coupled fluorescence intensity; higher % means a stronger effect
PhoP inhibition = inhibitors of PhoP regulon expression, primary screen, Salmonella Typhimurium, GFP reporter (AID 1863); S. Typhimurium PhoP-regulated promoter GFP reporter, 4 h; higher % means a stronger effect; inhibition, % at 50 µM; hits with a dose series show IC50 in µM; 300,000 tested, 0.16% active;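 active = inhibition over 29.93%, a cutoff 3 SD above the screen mean, later confirmed by dose response; inconclusive = inhibition over 29.93% but no dose response follow-up; inactive = inhibition at most 29.93% or unconfirmed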;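 note: 0% = low Mg2+ inducing control and 100% = high Mg2+ repressing control; strong numbers were not always called active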
West Nile antiviral = West Nile virus antiviral activity, cell-based, CPE readout (AID 1621); West Nile virus-infected cells, CPE inhibition; higher % means a stronger effect; one-dose CPE inhibition, % at 10 µM; IC50 in µM for titrated hits; 290,000 tested, 0.02% active; in the data active = a potency from the dose series; inconclusive = CPE inhibition mostly from about 3.7% at the one dose, without a potency; inactive = the rest, 99 in 100 with CPE inhibition below about 2.2%; note: strong numbers were not always called active
Ins promoter up cell count = further read-out of Ins promoter up, marked with its call; cell count; measured here: cytotoxicity, nuclei count;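 total cells summed across four imaged fields per well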
Starred values were filed as active, the others as inactive; ? = inconclusive; / = no result given. Cut-off read from the data, not from the text of the source, unless noted: active = inhibition above about 50%; inactive = the rest.

SMILES	Ins promoter up	RSV CPE inhibition	PMI inhibitors	Ins promoter up cell count	ER stress rescue	Large T inhibition	PhoP inhibition	PMI inhibition	TNAP activators	West Nile antiviral
CCOc1cc(S(=O)(=O)n2c(C)nc3ccccc32)ccc1F	-0.2	6.4%	4%	1287	-1.9%	1%	7%	1%	1.1	-0.2%
O=C(N/N=C/c1ccc2c(c1)OCO2)c1ccc(Cl)cc1Cl	/	2.0%	/	/	/	3%	-7%	/	/	-0.5%
COc1ccc2c(c1)c(=O)oc1c(C)c(OCC(=O)N3CCc4ccccc4C3)ccc12	1.3	2.5%	11%	1436	2.4%	6%	5%	9%	1	/
C/C(CC(=O)Nc1ccc2c(c1)OCCO2)=N\NC(=O)COc1ccc(C)cc1Br	/	1.9%	/	/	/	15%	-2%	/	/	1.0%
COC(=O)c1[nH]c(C)c(/C(O)=C2\C(=O)C(=O)N(CCN3CCOCC3)C2c2ccccc2OC)c1C (stereo not given)	-0.36	1.8%	-2%	1313	1.7%	16%	-2%	6%	1.1	0.4%
O=C(Oc1cccc(-n2cnnn2)c1)C1CCCCC1	0.39	-1.4%	0%	1252	-0.3%	1%	-1%	4%	1.1	-0.3%
COCCn1c(SCC(=O)NCC2CCCO2)nc2c([nH]c3ccccc32)c1=O (stereo not given)	/	2.1%	/	/	/	4%	-7%	/	/	0.5%
O=C(CSc1nc2ccccc2o1)Nc1nc2ccccc2s1	-0.1	1.8%	10%	1469	-0.7%	7%	-15%	-5%	1	-0.4%
CCN(c1ccccc1C(=O)O)S(=O)(=O)c1ccc2[nH]c(=O)[nH]c2c1	/	0.3%	/	/	/	21%	9%	/	/	-0.1%
COc1ccc(NC(=O)CSc2nc(C)cs2)cc1OC	0.46	1.7%	12%	929	-1.4%	4%	30%	8%	1.2	-0.1%
Cc1ccc(S(=O)(=O)N(C)Cc2cc3ccccc3[nH]c2=O)cc1	0.92	2.6%	9%	1114	-1.0%	8%	13%	1%	1.1	-0.3%
Cc1ccc(CN2CCSc3ccc(C(=O)NCc4ccco4)cc32)cc1	0.96	19%	11%	1166	3.1%	6%	-4%	6%	1.3	-0.9%
O=C(CSc1n[nH]c(-c2ccccc2Br)n1)NCCN1C(=O)CSC1=O	0.16	0.4%	8%	1577	0.4%	13%	-9%	-6%	0.2	0.0%
Fc1ccc(-n2ncc3c(SCc4cccnc4)ncnc32)cc1	-0.47	0.4%	2%	1439	-0.7%	5%	-5%	2%	1.1	-0.8%
COc1ccc(NC(=S)Nc2cccc(C(C)=O)c2)cc1OC	/	-0.6%	24%	/	-0.5%	-3%	12%	50%*	1.1	0.9%
CC(C)(C)C(=O)NC(=S)Nc1ccccc1C(=O)NC1CCCCC1	-0.23	0.4%	-1%	1394	1.5%	13%	-1%	-10%	0.9	-0.5%
O=C(NCc1ccc(Cl)cc1)c1ccc(Cn2cc(C(F)(F)F)ccc2=O)cc1	/	5.5%	16%	/	6.1%	25%	0%	5%	1.1	-1.3%
CC(C)c1ccccc1NC(=S)NC(C)c1ccccc1 (stereo not given)	-1.1	13%	-8%	1155	-0.1%	5%	10%	-24%	0.9	-2.0%
CC1CCCCN1CCCNC(=O)c1nn(C)c2c1CS(=O)(=O)c1ccccc1-2 (stereo not given)	/	-0.3%	/	/	/	9%	3%	/	/	0.3%
COc1ccc(C(=O)N/C(=C/c2ccco2)C(=O)NC2CCS(=O)(=O)C2)cc1 (stereo not given)	0.57	0.3%	-17%	1277	-1.4%	15%	3%	-12%	1.1	0.5%

Some of the entries so far, with values under each structure.
Order of results: Ins promoter up | RSV CPE inhibition | PMI inhibitors | Ins promoter up cell count | ER stress rescue | Large T inhibition | PhoP inhibition | PMI inhibition | TNAP activators | West Nile antiviral
> Fc1ccc(-n2ncc3c(SCc4cccnc4)ncnc32)cc1
→ -0.47 | 0.4% | 2% | 1439 | -0.7% | 5% | -5% | 2% | 1.1 | -0.8%
> COc1ccc(NC(=S)Nc2cccc(C(C)=O)c2)cc1OC
→ / | -0.6% | 24% | / | -0.5% | -3% | 12% | 50%* | 1.1 | 0.9%

The listing continues:
SMILES	Ins promoter up	RSV CPE inhibition	PMI inhibitors	Ins promoter up cell count	ER stress rescue	Large T inhibition	PhoP inhibition	PMI inhibition	TNAP activators	West Nile antiviral
C=CCN1C(=O)C(C)(C)N(C(=O)c2cccc([N+](=O)[O-])c2)c2ccccc21	/	2.7%	/	/	/	12%	-1%	/	/	-0.1%
COc1cccc(NC(=O)C(C#N)Cc2ccncc2)c1 (stereo not given)	0.2	0.2%	-2%	1276	-0.9%	-3%	1%	0%	1.1	-0.4%
CCOc1ccc(NC(=O)N2CCC(NC(=O)c3ccco3)CC2)cc1	-0.11	2.4%	3%	1476	-2.0%	4%	0%	1%	1.1	0.0%
O=C(c1cccnc1)N1CCN(CCCc2ccccc2)CC1	0.37	0.2%	3%	1245	-0.4%	3%	7%	4%	1.1	-0.4%
Cc1ccc(-c2nc(C)c(C(=O)O)s2)cc1	-0.01	-0.6%	7%	1555	-1.3%	20%	7%	2%	1.1	-0.2%
O=C(NCc1ccco1)c1ccc2ccccc2n1	-0.1	2.9%	7%	1491	1.3%	14%	0%	7%	1.1	-0.3%
Nc1nnn(Cc2ccccc2)n1	0.26	1.1%	-4%	1191	2.1%	1%	1%	-1%	1	0.1%
O=C(NCc1ccco1)C(=O)c1cn(CC(=O)N2CCCCCC2)c2ccccc12	0.69	1.8%	-9%	1006	0.1%	28%	-8%	18%	1.1	/
Cc1cccc(NC(=S)Nc2c(C)n(C)n(-c3ccccc3)c2=O)c1C	0.53	1.2%	8%	1347	-0.4%	18%	5%	3%	1	-0.5%
Cc1ccc(C(=O)CSc2ccc(-c3ccncc3)nn2)cc1	0.42	?	-16%	1318	-13%	11%	-2%	-17%	1	-1.3%
C[C@H](NC(=O)c1ccccc1Cl)C(=O)NCc1cccs1	-0.5	2.6%	-28%	1307	-0.5%	11%	3%	-15%	1.1	/
CC(C)CCN1CCNC(=O)C1CC(=O)NCCCN1CCOCC1 (stereo not given)	/	2.5%	/	/	/	6%	-10%	/	/	0.0%
CCCCc1nc(NCc2ccccc2)c(C#N)c2c1CCCC2	-0.19	4.0%	2%	1341	-0.2%	8%	7%	15%	1.1	-0.8%
COc1ccc2c(c1O)C(=O)c1ccccc1C2=O	0.28	19%	11%	1400	-1.7%	4%	-3%	36%	0.8	/
CCOCc1nnc(NC(=O)c2cc(C(=O)OC)cc([N+](=O)[O-])c2)s1	0.23	2.2%	-4%	1429	2.9%	6%	3%	1%	1	0.9%
O=C(CNc1n[nH]c(=O)[nH]c1=O)N/N=C/C=C/c1ccccc1	0.46	1.8%	/	1315	/	?	-9%	/	/	0.4%
Cc1ccc(SC(C)c2nc(-c3ccccc3)no2)cc1 (stereo not given)	/	-0.8%	23%	/	-1.1%	3%	-7%	15%	1.1	0.0%
O=S(=O)(Nc1ccc(O)cc1)c1cccc2cccnc12	0.37	1.5%	-1%	909	-0.5%	7.4µM*	1%	-7%	1.1	-0.5%
O=C(c1cc2c(s1)-c1ccccc1S(=O)(=O)C2)N1CCN(Cc2ccccc2)CC1	0.63	0.6%	8%	810	-0.2%	10%	16%	13%	1.2	/
O=C(CCc1nnc(CCCCc2ccccc2)o1)N1CCN(CCO)CC1	0.2	1.5%	/	1068	/	16%	-11%	/	/	-0.4%
CCCCCn1c(CNC(=O)CCC)nc2ccccc21	-0.1	1.1%	14%	1803	-0.9%	11%	-3%	14%	1	-0.5%
CC(=O)N1CSCC1C(=O)NNS(=O)(=O)c1cccc(C(F)(F)F)c1 (stereo not given)	-0.3	1.8%	/	1420	/	6%	-8%	/	/	1.6%
COC(=O)C1=C(C(=O)OC)[C@@H]2N(Cc3ccccc3)c3ccccc3[C@@]23C[C@@H](C(=O)OC)N(C(=O)COCc2ccccc2)C3=N1	-0.11	16%	/	865	/	2%	-5%	/	/	0.4%
CCOC(=O)CSc1cn2c(n1)CCC2	0.44	0.1%	1%	1314	-2.0%	22%	-12%	-3%	1.1	1.1%
CCOC(=O)CN1C(=O)NC2(CCCc3ccccc32)C1=O (stereo not given)	/	0.0%	/	/	/	2%	5%	/	/	-0.1%
COCCNC(=O)Cn1nc(C(F)(F)F)c(Br)c1C	0.23	-0.8%	-1%	1858	-1.2%	5%	-1%	7%	1.1	-0.1%
O=C(Nc1ccc2ccccc2c1)N1CCCN(CCOc2ccccc2)CC1	-1.1	/	/	1474	/	10%	2%	/	/	-0.2%
Cc1nnnn1/C(=C\c1ccccc1)C(=O)OCC(=O)N1CC2(C)CC1CC(C)(C)C2 (stereo not given)	0.88	-2.9%	-9%	1094	-4.3%	13%	-14%	8%	1	-1.0%
CCOc1ccc(-c2nc[nH]c2[N+](=O)[O-])cc1	0.32	2.2%	-14%	1357	-0.9%	3%	-16%	-8%	1	-0.2%
COc1ccc(C=O)cc1COc1ccc(C)cc1[N+](=O)[O-]	-0.54	4.4%	-1%	1218	-1.6%	0%	-3%	2%	1.1	0.0%
Cc1ccc(C)c(NC(=O)Cn2c(=O)n(-c3ccc(CC(=O)NCC4CCCO4)cc3)c(=O)c3ccccc32)c1 (stereo not given)	0.17	1.8%	-3%	1157	-1.7%	14%	-2%	0%	1.6	0.0%
N#CCOc1nc(N2CCCC2)nc(N2CCCC2)n1	0.93	2.1%	0%	956	0.0%	-12%	2%	-3%	1.1	-0.6%
COC(=O)CCNC(=O)Cc1c(C)n(C(=O)c2ccc(Cl)cc2)c2ccc(OC)cc12	/	2.9%	/	/	/	7%	3%	/	/	-0.1%
Cc1ccc2cc(CCNC(=O)c3cc4ccccc4o3)c(=O)[nH]c2c1C	0.47	2.3%	12%	1194	4.1%	-5%	4%	6%	1.1	-0.8%
CCCCn1nnnc1NCc1ccc(C)s1	/	1.0%	6%	/	0.0%	8%	1%	8%	1	-0.1%
CCOC(=O)c1c(N=CN(C)C)c2cc([N+](=O)[O-])cnc2n1C	0.26	22%	/	1101	/	15%	-5%	/	/	-0.2%
O=C1C=C(c2ccccc2)OC2(CCCC2)O1	1.9	3.6%	-1%	1144	-2.0%	-1%	2%	-8%	1.1	1.2%
CC1(C)CN=c2s/c(=C\c3ccc(Cl)cc3)c(=O)n2C1	0.12	-1.3%	-3%	1552	-2.6%	16%	0%	-14%	0.9	-0.2%
C#Cc1cccc(NC(=O)c2ccc3c(c2)C(=O)N(Cc2cccnc2)C3=O)c1	/	2.7%	/	/	/	6%	4%	/	/	0.0%
CC(=O)C1C(c2ccc3ncccc3c2)NC(=O)NC1(O)C(F)(F)F (stereo not given)	/	0.5%	-1%	/	0.4%	0%	-12%	4%	1.1	0.6%
O=C(/C=C/c1ccccc1)N/C(=C\c1ccco1)C(=O)O	0.81	3.5%	-2%	1520	0.7%	16%	-5%	-5%	1.1	0.4%
